CRFBP-R2 agonist: agonists of CRF-BP/CRF-R2 complex, primary screen, cell-based, HEK293, calcium dye fluorescence, uHTS | 350,000 compounds, 0.46% hits | CRF-binding protein / CRF receptor 2 complex (human) | calcium dye fluorescence (FLIPR); percent of saturating CRF peptide response | activation, % at 13.2 µM;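 active = activation of at least 50%, plus an integration ratio under a set limit after plate pattern correction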;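 also: plate controls were neutral control wells without compound for no effect and CRF at EC100 for full effect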
MEKK3 PB1 HTS: modulators of MEKK3-MEK5 PB1 binding, primary screen, biochemical, wildtype MEKK3, multiplex bead flow cytometry, Alexa488-MEK5; binding response (% of control), % at 10 µM; bead-based flow cytometry, Alexa488-MEK5 binding to MEKK3; actives lie on both sides; 0 = blocked by unlabeled MEK5, 100 = vehicle; 290,000 compounds, 1.4% hits;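 active = binding response more than 3 SD above or below the average of its plate-row segment, actives on both sides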;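 also: Alexa488 bead fluorescence after subtracting the streptavidin-only scavenger bead signal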
CRFBP-R2 block: antagonists of CRF-BP/CRF-R2 complex, primary screen, cell-based, HEK293, calcium dye fluorescence, uHTS; CRF-induced calcium fluorescence; inhibition, % at 11.8 µM; 350,000 compounds, 0.59% hits; AID 588475, 2011;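 active = inhibition of the ligand-induced calcium signal above about 50% at the single tested concentration, limit read from the data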
IDE act: human IDE activators in live cells, primary screen, fluorescence polarization, HEK cells, FAbeta-B substrate. Insulin-degrading enzyme (Homo sapiens), P14735. FAbeta-B cleavage; 0% vehicle, 100% cell-free pure enzyme wells. activation, % at 5.96 µM. 340,000 compounds, 0.073% hits. AID 493087, 2011;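 active = activation above the mean of all tested compounds plus 3 SD, set per screening campaign, cut at about 17% in these data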
IDE inh: human IDE inhibitors in live cells, primary screen, fluorescence polarization, HEK cells, FAbetaB substrate; Insulin-degrading enzyme (Homo sapiens), P14735; FAbetaB cleavage; inhibition, % at 5.59 µM; 320,000 compounds, 0.41% hits;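 active = percent inhibition above the average of all tested compounds plus 3 SD, set per screening campaign, cut at about 16% in these data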;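 also: IDE supplied by intact live HEK cells; FP after avidin binding of uncleaved biotin substrate so inhibition keeps polarization high; 0% = DMSO wells and 100% = 60 µM reference IDE inhibitor Ii1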
CHRM4 PAM: human M4 muscarinic receptor positive allosteric modulators, primary screen, CHO-K1 cells, Fluo-8 calcium fluorescence; CHO-K1 hM4/Gqi5, ACh EC20; 0% = ACh EC20, 100% = maximal ACh; activation, % at 3 µM; AID 624126, 2012; Muscarinic acetylcholine receptor M4 (Homo sapiens), P08173; 360,000 compounds, 0.4% hits;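 active = activation above its plate's cutoff, the mean activation of sample wells plus 3 SD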; also: some results filed as inactive read as strong as hits
p-CIP stab down: p/CIP-EGFP fusion destabilizers, primary screen, fluorescence, F442A cells | 16 h | 290,000 compounds, 0.01% hits | AID 1984, 2009 | Q05BA5 | decrease of EGFP signal, % at 10 µM;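 active = EGFP signal decrease of at least 30% at 10 µM or well 3 SD below plate mean, unless failing retest; inactive = the rest, including hits failing retest or dose response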; also: some compounds called inactive have numbers as strong as hits; many of its hits are not listed in these tables
GalR3 antag: GalR3 antagonists in HEK293 cells, primary screen, cell-based, fluorescence readout; Galanin receptor type 3 (Homo sapiens), O60755; HEK293 GalR3-CNG cAMP membrane potential fluorescence; galR3 body fused to GalR1 C-terminus; inhibition, % at 3 µM; 360,000 compounds, 0.44% hits; AID 651719, 2012;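 active = inhibition above the screen-wide average plus 3 SD, cut at about 13% in these data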;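 also: forskolin and galanin both at EC90 stimulate the cells; cAMP rise reported by CNG channel membrane potential dye signal; 0% = forskolin plus galanin with DMSO and 100% = forskolin alone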
PHOSPHO1 block: PubChem AID 1565. recombinant PHOSPHO1, absorbance phosphatase assay. Phosphoethanolamine/phosphocholine phosphatase (Homo sapiens), Q8TCT1. 290,000 compounds, 1.1% hits. inhibition, % at 13.3 µM; in the data active = inhibition above about 60%
* = called active by the depositor; . = not tested or not shown. Hits appear at their usual frequency (roughly 4.2% active in at least one column).

Start of the data: the first 10 records (preview)
SMILES	CRFBP-R2 agonist	MEKK3 PB1 HTS	CRFBP-R2 block	IDE act	IDE inh	CHRM4 PAM	p-CIP stab down	GalR3 antag	PHOSPHO1 block
CCCc1cc(=O)oc2cc(C)cc(OCC(=O)N3CCC(C(=O)O)CC3)c12	6.2	101	8	-6	-1	9	9	-7	23
N#Cc1ccc(-c2nnnn2-c2ccc3c(c2)OCO3)cc1	-5.5	99	21	0	0	-2	-6	-4	-5
O=C(CSc1ccc2c(c1)OCCO2)NC(=O)Cc1ccccc1	-0.9	86	-2	2	-1	4	7	-6	-7
CCOC(=O)C1CCN(C(=O)NC23CC4CC(CC(C4)C2)C3)CC1	-0.2	104	10	-1	-1	-8	-8	-1	-10
CCOc1ccc(N(C(=O)c2cnsn2)C(C(=O)NC2CCCCC2)c2ccncc2)cc1 (stereo unspecified)	0.3	100	6	4	-1	14	7	-7	-21
CC1(C)CC2(CCO1)OC(=O)CC2C(=O)NCc1ccccc1 (stereo unspecified)	1.3	98	8	0	-1	-1	-9	-3	0
CCCCCCP(=O)(O)c1ccccc1	2.4	102	20	10	-7	-1	-2	-3	-56
O=C(NNS(=O)(=O)c1ccccc1F)c1sccc1-n1cccc1	-1.6	99	17	5	0	11	7	2	40
CN(CC(=O)Nc1ccc(C#N)cc1)CC(=O)Nc1ccc(N2CCOCC2)cc1	-0.3	99	31	3	-2	-4	-3	-3	-7
COCCn1c(SCC(=O)NC2CCCC(C)C2C)nc2ccccc2c1=O (stereo unspecified)	0.1	.	4	1	.	5	.	-6	.

Results, previewed entries included:
SMILES	CRFBP-R2 agonist	MEKK3 PB1 HTS	CRFBP-R2 block	IDE act	IDE inh	CHRM4 PAM	p-CIP stab down	GalR3 antag	PHOSPHO1 block
CCCc1cc(=O)oc2cc(C)cc(OCC(=O)N3CCC(C(=O)O)CC3)c12	6.2	101	8	-6	-1	9	9	-7	23
N#Cc1ccc(-c2nnnn2-c2ccc3c(c2)OCO3)cc1	-5.5	99	21	0	0	-2	-6	-4	-5
O=C(CSc1ccc2c(c1)OCCO2)NC(=O)Cc1ccccc1	-0.9	86	-2	2	-1	4	7	-6	-7
CCOC(=O)C1CCN(C(=O)NC23CC4CC(CC(C4)C2)C3)CC1	-0.2	104	10	-1	-1	-8	-8	-1	-10
CCOc1ccc(N(C(=O)c2cnsn2)C(C(=O)NC2CCCCC2)c2ccncc2)cc1 (stereo unspecified)	0.3	100	6	4	-1	14	7	-7	-21
CC1(C)CC2(CCO1)OC(=O)CC2C(=O)NCc1ccccc1 (stereo unspecified)	1.3	98	8	0	-1	-1	-9	-3	0
CCCCCCP(=O)(O)c1ccccc1	2.4	102	20	10	-7	-1	-2	-3	-56
O=C(NNS(=O)(=O)c1ccccc1F)c1sccc1-n1cccc1	-1.6	99	17	5	0	11	7	2	40
CN(CC(=O)Nc1ccc(C#N)cc1)CC(=O)Nc1ccc(N2CCOCC2)cc1	-0.3	99	31	3	-2	-4	-3	-3	-7
COCCn1c(SCC(=O)NC2CCCC(C)C2C)nc2ccccc2c1=O (stereo unspecified)	0.1	.	4	1	.	5	.	-6	.
O=C1NC(Cc2c[nH]c3ccccc23)C(=O)N1c1ccc(F)cc1 (stereo unspecified)	1.4	94	-30	2	-11	-2	-5	-5	6
Cc1ccc(O)c(NC(=O)c2cc(-c3ccccc3Cl)on2)c1	2.1	112	4	-4	3	-6	-7	-8	40
O=S(=O)(NCc1ccco1)c1ccccc1Br	1.4	107	0	-1	-8	7	4	-8	13
CSc1ccc(CCNC(=O)Cn2ncc3c([nH]c4ccccc43)c2=O)cc1	4.3	101	-4	-3	2	15*	-14	-8	32
O=S(=O)(c1ccc(-c2csc(-c3cccnc3)n2)cc1)N1CCCCC1	0.7	102	3	2	0	-16	7	-5	-29
CC/C(=N\NC(N)=O)c1ccc(OC(F)F)cc1	2.1	97	-24	-1	-5	3	-14	1	33
COC(=O)C1=C(C)Nc2c(c(=O)n(C)c(=O)n2C)C1c1cccs1 (stereo unspecified)	-0.5	111	7	-2	7	7	-9	-1	-1
COc1ccc(Cl)cc1NC(=O)CCN1C(=O)C2C3CCC(C3)C2C1=O (stereo unspecified)	1.2	96	-1	4	6	4	-13	-5	27
NCC(c1ccc(Cl)cc1Cl)c1c[nH]c2ccccc12 (stereo unspecified)	0.3	109	6	1	-1	-11	0	-12	24
CC(=O)N1CC(C)Sc2ccc(S(=O)(=O)NCCc3ccccc3)cc21 (stereo unspecified)	-1.7	99	0	2	-1	-8	-19	-7	21

Complete entries as entered above. Order of values: CRFBP-R2 agonist	MEKK3 PB1 HTS	CRFBP-R2 block	IDE act	IDE inh	CHRM4 PAM	p-CIP stab down	GalR3 antag	PHOSPHO1 block
CCCCCCP(=O)(O)c1ccccc1 reads 2.4	102	20	10	-7	-1	-2	-3	-56
O=S(=O)(c1ccc(-c2csc(-c3cccnc3)n2)cc1)N1CCCCC1 reads 0.7	102	3	2	0	-16	7	-5	-29

Remaining list, next part:
SMILES	CRFBP-R2 agonist	MEKK3 PB1 HTS	CRFBP-R2 block	IDE act	IDE inh	CHRM4 PAM	p-CIP stab down	GalR3 antag	PHOSPHO1 block
O=C(NCc1ccccc1F)C1CCCN(C(=O)Nc2ccc(F)cc2)C1 (stereo unspecified)	-0.2	101	1	1	0	-1	-8	-8	23
CC(=O)Nc1ccc(S(=O)(=O)C(C#N)c2nc3ccccc3nc2NCCO)cc1 (stereo unspecified)	2.4	98	-6	-1	0	1	-2	-6	28
CCS(=O)(=O)N1CCc2cc(OC)c(OC)cc2C1	-1.5	98	0	0	6	-1	-13	2	20
Cc1ccc2cc(CCNC(=O)CCCc3ccccc3)c(=O)[nH]c2c1	-3.5	104	-17	-1	1	-3	-9	-2	28
CCc1ccccc1NC(=O)C1COc2ccccc2O1 (stereo unspecified)	0.1	100	11	5	1	-8	0	-13	-18
CCc1noc(C)c1C(=O)N1CCN(S(=O)(=O)c2cccs2)CC1	-1.8	.	7	2	-1	-1	.	-4	.
CC(C)(C)c1ccc(C(=O)COC(=O)CN2C(=O)NC3(CCCC3)C2=O)cc1	-14	102	-28	-1	3	-9	-3	-5	38
Cc1c(Cl)cccc1NC(=O)CCC(=O)c1cccs1	-5.4	105	10	-1	3	1	1	-9	48
Cc1oc(/N=C/c2ccccc2)c(C#N)c1C	1.4	108	0	-3	.	0	-3	-7	41
NC(=O)NC(=O)CC1S/C(=N/N=C2\CSC(=O)N2)NC1=O (stereo unspecified)	-0.5	96	7	5	3	3	-5	2	-4
Cc1c(Br)c(=O)[nH]c(=O)n1COCc1ccccc1	1.4	95	1	6	-1	7	-5	2	16
COc1ccc(NC(=O)CNC(=O)Cn2ccc3ccccc3c2=O)c(OC)c1	0.7	100	-5	1	-1	-6	-4	-5	27
CCC1CCCCN1C(=O)c1ccc(OC2CCN(C(=O)COC)CC2)cc1 (stereo unspecified)	-4.4	102	36	-3	1	0	-4	-1	28
CC(C)(C)OC(=O)N1CCN(C(=O)c2ncn3c2c(=O)[nH]c2ccccc23)CC1	0.9	.	-16	.	.	7	.	-4	.
CC1CCCN(C(=O)COC(=O)CNC(=O)c2sc3ccccc3c2Cl)C1 (stereo unspecified)	-4.1	.	1	4	-1	4	.	-5	.
CC(=O)Oc1ccccc1C1=NN(C(=O)/C=C/c2ccccc2)C(c2ccccc2)C1 (stereo unspecified)	-0.4	98	-3	-2	2	6	-3	-2	-14
CCOC(=O)c1c(C)nc2ccccc2c1-c1ccccc1	-1.6	109	-24	0	3	-7	-24	-3	-7
COc1ccc(-c2nc(N)ncc2-c2csc(C)n2)c(O)c1OC	1.9	99	-8	2	-3	-5	-10	-3	-15
CC(=O)NCCc1c(C)n(Cc2ccccc2)c2ccccc12	-1.7	104	4	5	0	0	0	-10	44
CN(Cc1ccccc1)c1ccc(N2C(=O)CCC2=O)cc1[N+](=O)[O-]	-4.3	105	-3	7	2	-3	5	-3	-20
O=c1ccn(-c2cccc(C(F)(F)F)c2)nc1-c1ccn(-c2ccccc2F)n1	0.4	100	10	-7	16	-3	3	1	14
COc1ccc(-c2nc(C#N)c(NCc3ccc(C)cc3)o2)cc1OC	-0.6	105	8	3	-2	8	0	23*	-17
Cc1ccccc1OCC(=O)NCC(=O)OCc1ccc(Br)cc1	1.4	101	6	-3	5	3	6	-3	-17
CCc1ccc(S(=O)(=O)N(C(=O)c2ccncc2)c2ccc(OC(=O)c3ccncc3)cc2)cc1	-3.7	105	26	4	0	-1	0	-2	-7
CCCN(CC(=O)Nc1ccccc1OC)C(=O)CSc1ccc(Br)cc1C	-1.2	.	-1	2	-3	0	.	0	.
Cc1ccc(S(=O)(=O)NC(CC(C)C)C(=O)N2CC(C)OC(C)C2)cc1 (stereo unspecified)	-6.5	103	-1	6	0	2	-11	-5	15
O=C(NC1CCCCC1)C(c1ccccc1F)N(C(=O)c1csnn1)C1CCCC1 (stereo unspecified)	0.8	96	-5	-2	7	8	-5	-10	-17
C=CCn1c(CC#N)nnc1N1CCOCC1	-0.8	97	-4	0	-4	2	-9	-6	41
O=c1cc(Nc2ccc3c(c2)OCCO3)[nH]c(=O)n1C1CCCCC1	1.4	101	-31	1	-2	-5	6	-3	2
COc1ccccc1C1OCC(C)(C)CO1	-0.6	.	-2	-3	.	7	.	-4	.
COc1cc(/C=C/c2nc(N)nc(-c3ccccc3O)n2)cc(OC)c1OC	2.5	97	5	4	-6	4	-14	1	-6
Cc1ccc(S(=O)(=O)Cn2nnnc2CN2CCN(Cc3ccc4c(c3)OCO4)CC2)cc1	-1.9	98	15	0	1	0	-12	6	-14
CCCC(=O)Nc1ccc(S(=O)(=O)Nc2nccs2)cc1	-0.7	.	-9	-2	-4	-23	.	-5	.
O=C(COc1ccc(Cl)cc1Cl)NN1C(=O)C2C3C=CC(C3)C2C1=O (stereo unspecified)	-2.7	91	14	3	4	7	4	-4	46
O=C(COC(=O)c1cccs1)NCc1ccc2c(c1)OCO2	0.1	101	-2	3	3	4	-1	-4	28
CCN(C(=O)CSc1nnc(C)n1-c1ccc(C)cc1)c1c(N)n(Cc2ccccc2)c(=O)[nH]c1=O	0.0	.	-1	2	.	8	.	-5	.
CCOn1c(=O)c(-c2ccccc2)[n+]([O-])c2ccccc21	-1.9	100	1	5	2	-1	-6	-10	14
Cc1ccc(C(=O)NCCOC23CC4CC(CC(C4)C2)C3)cc1	0.1	95	-5	-3	-1	-1	-5	-4	24

Bioassay records (PubChem BioAssay)
